HTRA1 inh: blocks human HTRA1 serine peptidase. AID 504803. actives 0.5% (n = 340,000). recombinant HTRA1, FP-rhodamine activity-based probe, fluorescence polarization. inhibition, % at 5.96 µM; in the data active = inhibition above about 36%;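 note: 0% = enzyme with DMSO and 100% = wells lacking enzyme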
mABHD4 FP: ABHD4 (mouse) inhibition, primary FP screen. AID 720543. inhibition, % at 8.92 µM. Q8VD66. actives 0.54% (n = 370,000). purified mABHD4, FP-Rh probe fluorescence polarization;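 active = inhibition exceeding the mean over every tested compound plus 3 SD, cut at about 30% in these data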;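 note: 0% = plate median of compound wells and 100% = S159A mutant with DMSO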
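Test system: mouse ABHD4 enzyme, wild type. Reagent: FP-Rh fluorescent activity-based probe, added after compound pre-incubation. Timing: pre-incubation 45 min, probe exposure 60 min, at 25 °C. Technique: FP readout, ex 525 nm / em 598 nm. Benchmarks: high control S159A mutant with DMSO, low control median of compound wells.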
TDP2 inh: blocks human TDP2 phosphodiesterase activity; actives 0.34% (n = 370,000); AID 720702; recombinant TDP2, T5PNP hydrolysis, p-nitrophenol absorbance 415 nm; inhibition, % at 12.8 µM;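 active = inhibition above the mean of all tested compounds plus 3 SD, set per campaign, cut at about 25% in these data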;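 note: 0% = DMSO with enzyme and 100% = buffer with substrate but no TDP2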
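System – recombinant human TDP2 · Amount – 120 nM TDP2 per well · Buffer or medium – Mg2+-containing Tris-HCl buffer, pH 7.5 · Reagent – T5PNP substrate, 5 mM · Dosing – 12.8 µM single point, 1% DMSO · Incubation – 2 h at 37 °C · Measured by – epi absorbance · Read-out basis – percent inhibition · Benchmarks – high control without enzyme, low control DMSO plus TDP2 · Repeats – singlicate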
DDE Tn7 FP inh: inhibitors of Tn7 peptide binding to human fibrin DD(E) | P02675 | FP displacement of FITC-Tn7 peptide from fibrin DD(E); 0% = median of compound wells per plate | inhibition, % at 8.3 µM | actives 0.13% (n = 370,000) | AID 720508;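 active = inhibition above the mean of compounds falling within the control limits plus 3 SD of them, cut at about 14% in these data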;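 note: 0% = plate median of compound wells and 100% = 10 µM Aha-Tn7 peptide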
Target sequence (P02675 whole entry, looked up): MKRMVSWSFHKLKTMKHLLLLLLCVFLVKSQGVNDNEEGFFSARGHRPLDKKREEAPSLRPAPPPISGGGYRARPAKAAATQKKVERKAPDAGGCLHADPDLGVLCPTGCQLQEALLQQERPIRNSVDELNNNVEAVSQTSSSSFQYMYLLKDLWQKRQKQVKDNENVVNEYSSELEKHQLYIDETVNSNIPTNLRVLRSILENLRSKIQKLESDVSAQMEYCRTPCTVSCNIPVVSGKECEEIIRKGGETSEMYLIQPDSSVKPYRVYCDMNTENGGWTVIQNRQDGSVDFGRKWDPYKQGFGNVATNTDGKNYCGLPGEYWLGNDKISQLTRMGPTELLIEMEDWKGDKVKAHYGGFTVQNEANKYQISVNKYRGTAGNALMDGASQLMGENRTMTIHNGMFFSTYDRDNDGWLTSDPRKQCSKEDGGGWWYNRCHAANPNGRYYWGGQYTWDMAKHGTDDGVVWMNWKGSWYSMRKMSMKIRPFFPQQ
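Assay system: Human clot-derived fibrin DD(E) complex | Buffer or medium: Tris/NaCl/CaCl2 buffer, pH 7.8 | Repeats: One replicate per compound | Benchmarks: Aha-Tn7 high control | Measure: % inhibition scaled between sample-field median and high-control FP | Schedule: 10 min plus 3 h, room temperature | Signal: Fluorescence polarization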
LEDGF integ inh: blocks HIV-1 LEDGF/p75-dependent DNA integration. TR-FRET IN-LEDGF/p75 DNA integration, Eu/Cy5. inhibition, % at 3.7 µM. actives 0.64% (n = 370,000). AID 743269;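 active = inhibition above the screen-wide mean plus 3 SD, cut at about 13% in these data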;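 note: signal is the Cy5 over europium emission ratio at 671 and 618 nm; 0% = plate median of compound wells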
UHRF1 binding: blocks human UHRF1 binding to methylated DNA. Q96T88. UHRF1 binding to methylated oligo, TR-FRET. inhibition, % at 4.4 µM. actives 0.75% (n = 370,000). AID 687016; in the data active = inhibition above about 21%;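 note: UHRF1 SRA domain binding a hemimethylated CpG hairpin DNA probe; 0% = median of test compound wells and 100% = reference inhibitor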
SIAE primary: inhibitors of human sialic acid acetylesterase SIAE | Q9HAT2 | SIAE FP-Rh probe binding, fluorescence polarization | inhibition, % at 9.66 µM | actives 0.69% (n = 370,000) | AID 1053197;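 active = inhibition above a cutoff: mean of compounds within the control limits plus 3 SD of those, cut at about 17% in these data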;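 note: 0% = plate median of compound wells and 100% = probe without SIAE protein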
PRMT1 FP inh: blocks human protein arginine methyltransferase 1; actives 1.3% (n = 370,000); inhibition, % at 2.79 µM; AID 652257; recombinant PRMT1, activity-based probe fluorescence polarization;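 active = inhibition above about 21% made by adding two undisclosed values, limit read from the data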
Target sequence (Q99873 whole entry, looked up): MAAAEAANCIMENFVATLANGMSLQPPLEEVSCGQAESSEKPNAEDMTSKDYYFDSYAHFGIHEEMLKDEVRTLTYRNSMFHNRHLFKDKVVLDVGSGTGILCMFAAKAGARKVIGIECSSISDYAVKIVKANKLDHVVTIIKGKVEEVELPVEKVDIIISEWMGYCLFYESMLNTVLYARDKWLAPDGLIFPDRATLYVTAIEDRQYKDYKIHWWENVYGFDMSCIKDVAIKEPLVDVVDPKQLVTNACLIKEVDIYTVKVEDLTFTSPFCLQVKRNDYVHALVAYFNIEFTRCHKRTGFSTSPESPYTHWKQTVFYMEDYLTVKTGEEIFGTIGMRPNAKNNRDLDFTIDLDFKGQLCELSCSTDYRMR
TCR-CD3 inh: inhibitors of human TCR-CD3 interaction | inhibition, % at 9.4 µM | actives 0.37% (n = 360,000) | TAMRA-labeled TCR probe fluorescence, biochemical; in the data active = inhibition above about 19%;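 note: recombinant mutant TCR 2C K166C tagged with TAMRA read by polarization; 0% = receptor in buffer alone and 100% = receptor with positive control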
PG9 Ab binder: small molecules binding HIV-1 gp120 antibody PG9. TR-FRET gp120-PG9 antibody binding. inhibition, % at 6.7 µM. actives 0.43% (n = 360,000); in the data active = inhibition above about 8.5%
* marks the source's active call; other numbers are inactive results; x = no result given.

SMILES	HTRA1 inh	mABHD4 FP	TDP2 inh	DDE Tn7 FP inh	LEDGF integ inh	UHRF1 binding	SIAE primary	PRMT1 FP inh	TCR-CD3 inh	PG9 Ab binder
CCCCc1cc(=O)oc2cc(C)cc(OCC(=O)N[C@@H](CSCc3ccccc3)C(=O)O)c12	-8	2	10	3	2	0	-4	8	3	-1.0
COc1ccccc1NC(=O)c1cnc(SCC(=O)NCC2CCCO2)n(C)c1=O (centres undefined)	-6	-18	-1	7	-3	5	-1	9	-1	1.3
CC/C(=N\O)c1ccc(OC)c(OC)c1	3	-3	3	8	0	0	1	-3	-1	-0.9
Cc1cc(NC(=O)COc2cccc(C)c2C)no1	-4	-2	-2	2	0	2	-5	0	8	0.9
COc1ccccc1NC(=O)COc1ccccc1C(=O)Nc1ccccc1	-48	-12	-13	2	1	-4	-8	-4	2	-1.0
CC(=O)c1ccccc1OCC(O)Cn1ccnc1 (centres undefined)	2	3	-12	-12	4	1	-2	-1	1	0.5
CCn1c(SCC(=O)Nc2ccc(OC)c(S(=O)(=O)N3CCCCC3)c2)nnc1C1CC1	0	9	-7	0	-2	0	7	0	0	1.5
O=C(COc1ccc(S(=O)(=O)N2CCOCC2)cc1)N1CCOCC1	-2	5	7	3	-1	0	8	1	-5	1.6
Cc1cc(C)c2c(NC(=O)CCl)nn(C)c2n1	1	0	-1	0	-2	2	-2	5	-5	0.1
CC(C)CCSc1ncnc2c1oc1nc3c(cc12)COC(C)(C)C3	-1	-7	-8	-2	-2	6	-1	4	-9	0.2
Cc1noc(C(F)(F)F)c1C(=O)NNC(=O)c1cccc(C(F)(F)F)c1	9	-5	-9	-3	-1	3	3	-5	8	-1.6
CCCCNC(=O)C1CCC(CNc2c(N3CCC(C)CC3)c(=O)c2=O)CC1 (centres undefined)	-3	-7	23	-3	1	-1	7	-4	-1	-0.5
CC1(C)CC(NCc2ccncc2)CC(C)(C)N1	3	1	10	-1	1	0	3	-5	1	1.2
CC(=O)Cn1cnc2sc(-c3ccccc3)cc2c1=O	-5	-2	-2	3	-2	-6	-3	-2	0	0.5
Cc1cc(=O)oc2cc(OCC(O)CN3CCN(c4ccc(F)cc4)CC3)ccc12 (centres undefined)	7	6	-8	-2	-3	0	-2	-2	-3	1.7
C=CCC(C#Cc1ccccc1)[N+](C)(C)CC=C (centres undefined)	-1	3	8	2	0	0	-3	1	1	-3.2
CCc1ccccc1NS(=O)(=O)Cc1ccccc1	-5	-4	-15	2	5	5	7	-1	-11	-1.4
Nc1ncnc2c1C1(CCCCC1)Cc1ccccc1-2	-10	-6	7	7	-2	1	3	4	-6	-1.1
COCOc1ccc(-c2ncc(OCCN3CCCC3=O)nc2NC(=O)c2cc3ccccc3s2)cc1	x	-27	1	0	1	0	-4	0	4	-0.6
OCCCn1c(C2CCCN2c2nc(-c3ccc(F)cc3)cs2)nc2cc(Cl)c(Cl)cc21 (centres undefined)	-34	-19	-2	3	-1	0	-2	-1	4	0.3
C#CCOCCOCCOCCNc1nc(N2CCN(C(=O)[C@H](CCCN=C(N)N)n3cc(C(N)[C@H](C)CC)nn3)CC2)nc(N2CCN(C(=O)[C@H](CC(N)=O)n3cc(C(N)[C@@H](C)CC)nn3)CC2)n1 (some centres undefined)	19	5	-4	-2	-2	17	7	-3	9	-0.2
CC(C)(C)c1ccc(-c2nnc(N)o2)cc1	5	5	-13	6	4	2	8	-5	-9	-3.8
N#Cc1c(-c2cccnc2)c2c([nH]c1=O)-c1ccccc1OC2	-1	-4	-2	7	-5	1	1	6	2	0.4
O=C(NCCCl)Nc1ccccc1OCCOc1ccccc1NC(=O)NCCCl	5	-11	-12	2	0	2	0	4	-4	0.5
COc1ccc2[nH]c(C(=O)O)c(CCC(=O)O)c2c1	-1	3	3	5	2	3	-4	2	1	0.4

Next part; the last 2 above are carried over.
SMILES	HTRA1 inh	mABHD4 FP	TDP2 inh	DDE Tn7 FP inh	LEDGF integ inh	UHRF1 binding	SIAE primary	PRMT1 FP inh	TCR-CD3 inh	PG9 Ab binder
O=C(NCCCl)Nc1ccccc1OCCOc1ccccc1NC(=O)NCCCl	5	-11	-12	2	0	2	0	4	-4	0.5
COc1ccc2[nH]c(C(=O)O)c(CCC(=O)O)c2c1	-1	3	3	5	2	3	-4	2	1	0.4
COC(=O)c1ccc(Cc2ccccc2)o1	1	-4	7	-3	-2	-2	2	-2	2	0.6
O=C(Cn1c(=O)oc2cc(S(=O)(=O)N3CCCC3)ccc21)N1CCN(c2ccccn2)CC1	-4	3	3	-6	-3	-1	-3	3	-6	-1.3
COc1ccc(Cl)cc1NC(=O)CSc1nc(C)cc(C)n1	-5	-7	2	-4	0	0	5	-1	-3	-2.1
CN(CCc1cnn(C)c1)Cc1cn(C)nc1-c1ccc2c(c1)OCCO2	5	2	-2	2	-2	3	-4	-2	1	-0.9
COc1cc(C)c(NC(=O)c2cc(C3CC3)nc3c2cnn3C(C)C)cc1OC	-6	6	-11	2	-3	-3	0	-3	-5	-1.4
Cc1ccc(-c2cc(C(=O)N3CCOCC3)no2)cc1	4	1	13	2	0	0	-5	-2	2	-1.3
CCCOP(=O)(c1ccc(N(C)C)cc1)C(O)c1ccc(Br)cc1 (centres undefined)	-7	5	5	-7	-4	3	0	0	-8	0.3
CC(C)(C)C(=O)OC12CCCN(C1)/C(=C/c1ccccc1)C2 (centres undefined)	x	4	-1	0	-2	3	-1	0	x	x
Cc1noc(C)c1COc1cccc(C(=O)OCC(=O)NCCN2C(=O)CSC2=O)c1	2	-5	3	0	-2	1	1	7	-2	0.3
CCC(C)[C@H]1CN=C(N)N1CCc1cc(C(F)(F)F)cc(C(F)(F)F)c1 (some centres undefined)	11	10	-17	-4	-1	1	1	-1	5	0.7
CSc1ccc(CN(C)CC(=O)NC(C)c2ccccc2)cc1 (centres undefined)	0	-1	1	5	0	-6	2	-1	-2	1.4
CC(=O)Nc1ccc(S(=O)(=O)NC(CC(=O)NCCc2ccccc2)C(C)C)cc1 (centres undefined)	6	-11	-10	1	-2	8	-6	0	-7	2.6
O=C(NC1CCCc2c1cnn2-c1ccc(F)cc1F)c1cccs1 (centres undefined)	x	-4	11	3	-1	0	-1	0	x	x
C/C(CC(=O)Nc1ccc(N(C)C)cc1)=N\NC(=O)Cc1csc(N)n1	17	23	7	5	21*	-9	10	3	7	-5.2
O=C(NCc1ccc(Cl)cc1)c1cc(-c2cccs2)on1	-12	-9	-5	-3	0	0	-2	2	-1	0.9
Cc1ccc(C)c(S(=O)(=O)N2CCCOC2CNC(=O)C(=O)NCc2ccccn2)c1 (centres undefined)	5	-4	-14	-2	1	-2	-1	-1	-9	-1.9
Nc1ccn([C@@H]2O[C@H](C(=O)N3CCSC3)[C@@H](O)[C@H]2O)c(=O)n1	x	5	-4	3	0	0	6	-3	-2	-1.9
CCn1c(NCc2ccco2)nc2c1c(=O)n(C)c(=O)n2C	-6	4	8	4	-2	-2	6	-5	3	-0.4
N#Cc1ccccc1S(=O)(=O)N1CCN(c2nc(-c3cccnc3)nc3ccccc23)CC1	-46	-5	4	-6	1	-2	-12	-5	-2	-0.6
C=CCN(C(=O)COc1ccccc1)c1nnc(-c2ccncc2)s1	-2	-1	5	-2	2	-1	-2	3	1	2.2
COc1cccc(N2CCN(C(=O)C3CCC(=O)N(C4CCCCCC4)C3)CC2)c1 (centres undefined)	-1	-5	16	0	2	-3	4	-4	11	-0.7
C=C(C)CN(CC)C(=O)CSc1ccc(S(=O)(=O)N2CCN(Cc3ccccc3)CC2)cn1	0	5	-10	5	1	-4	4	0	4	-0.8
O=C(/C=C/c1cccc(F)c1)N1CCN(c2ccccn2)CC1	7	-3	10	4	6	0	1	0	0	-0.9
CC1(C)CC2(C)Nc3ccccc3N2C(=S)N1 (centres undefined)	4	5	6	1	2	-3	7	-3	1	-3.4
CCOc1ccc([C@@H]2CC=C(C(=O)O)CN2S(=O)(=O)c2ccc(C)cc2)cc1	-3	6	-4	1	0	-1	5	-2	3	0.7
New compounds follow.
SMILES	HTRA1 inh	mABHD4 FP	TDP2 inh	DDE Tn7 FP inh	LEDGF integ inh	UHRF1 binding	SIAE primary	PRMT1 FP inh	TCR-CD3 inh	PG9 Ab binder
Cc1ccsc1C(=O)N/N=C/c1ccc2c(c1)OCO2	1	6	-3	-5	-1	-2	9	-1	1	-1.7
CCN(CC)S(=O)(=O)c1ccc(NC(=O)c2cc(-c3cccs3)nc3ccccc23)cc1	-10	-4	1	-4	-2	3	-13	-1	1	-1.8
O=C(COC(=O)CNC(=O)c1ccc(Cl)cc1Cl)Nc1cccc(S(=O)(=O)N2CCCC2)c1	-3	-7	-16	-2	-1	-1	-5	4	-7	0.8
Cc1ccc(OCC(=O)c2cc(C)n(Cc3ccco3)c2C)c([N+](=O)[O-])n1	-4	-1	14	1	0	-2	-1	1	-5	-1.5
CCn1c2ccccc2c2cc(NC(=O)CSc3nnc(-c4cccc(Cl)c4)o3)ccc21	-7	-4	-3	0	2	4	27*	2	-4	1.7
COC(=O)C1CN(C(=O)COc2cc(C)cc(C)c2)c2ccccc2O1 (centres undefined)	-5	-1	-12	-4	3	0	-4	-2	0	-0.8
Cc1ccc2[nH]c(O)c(N=NC(=O)C(C)n3cnc4ccccc4c3=O)c2c1 (centres undefined)	-5	0	-12	-8	6	-6	-1	0	9	-6.0
CCOc1ccc(-n2nnnc2SCC(=O)c2ccccc2)cc1	1	-1	-2	0	-3	-1	-3	1	5	1.2
CC(C)Oc1ccc(CC(=O)NNC(=S)Nc2ccc(Br)cc2)cc1	7	4	-18	-2	3	-5	-8	1	5	-2.0
C=CCN1C(=O)CN=C1Nc1ccc(F)cc1	0	2	-4	-10	-1	-1	1	-5	-4	1.6
CCc1cc(=O)oc2cc(C)cc(OC(C)C(=O)NCCCN3CCCC3=O)c12 (centres undefined)	2	1	-2	-8	-1	1	-2	1	-2	-0.7
CS(=O)(=O)c1cc([N+](=O)[O-])c(Sc2nc3ccccc3[nH]2)c([N+](=O)[O-])c1	-2	12	9	2	4	-1	3	56*	2	0.8
Cn1c(=O)ccc2ccccc21	x	-1	-3	-4	2	0	1	1	6	-0.2
C=CCNC(=O)c1ccc(Cn2c(=S)[nH]c3cc4c(cc3c2=O)OCO4)cc1	-16	-30	-4	-1	4	1	-28	-2	2	23*
CCOC(=O)C1=C(COC(=O)CCc2ccc(CC)cc2)NC(=O)NC1C (centres undefined)	2	-1	3	0	2	0	-1	-9	2	-3.1
Cc1ccc(CN2CC(N3CCN(Cc4cccc(C)c4)CC3)CS2(=O)=O)cc1 (centres undefined)	x	-5	-5	-2	2	-1	3	-5	4	-1.7
